Source: PubChem
HTT cytoprotect – protects HTT-Q103 PC12 cells, measured by ATP; PC12 HTT-Q103 induced, cytoprotection, ATP luminescence, 40 h; Potency, µM (top dose mostly 56.4 µM), inactives show cytoprotection (ATP increase), actives largely listed as activators; actives 0.14% (n = 230,000); AID 1471;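 also: % of control where 0% means no effect; nearly all actives have a fitted effect of over 45% in size; toxic huntingtin expression switched on by the ecdysone agonist tebufenozide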
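Rat PC12, Q103 Htt exon1-GFP fusion, ecdysone promoter; tebufenozide inducer 100 nM final; compound titration; qHTS, 1500 cells/well; ATPlite luminescent read.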
Tau ThT inhib – blocks human tau fibril formation measured by thioflavin T. P10636. recombinant tau K18 P301L, heparin-induced fibrillization, ThT fluorescence. Potency, µM (series often up to 57.4 µM), without a hit: at the highest dose activity, negative = inhibition, hits mostly inhibitors. actives 2.1% (n = 270,000). AID 1460; also: % is scaled to controls: 0 for no effect and ±100 for the full control effect; nearly all actives have a fitted effect of over 55% in size
Target sequence (P10636 561-689 P618L limits assumed): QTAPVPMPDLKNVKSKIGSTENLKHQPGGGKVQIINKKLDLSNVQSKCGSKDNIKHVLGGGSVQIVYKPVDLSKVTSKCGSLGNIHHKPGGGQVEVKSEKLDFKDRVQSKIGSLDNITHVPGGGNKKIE
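Aggregation was driven by heparin (20 uM final) acting on recombinant tau […] bearing P301L in 100 mM sodium acetate pH 7; fibrils were detected with Thioflavin T.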
Tau FP inhib – blocks human tau fibril formation measured by polarization | P10636 | actives 0.39% (n = 280,000) | Potency, µM (doses to about 57.7 µM), for the others: top-dose activity, negative = inhibition, most hits filed as inhibitors | K18 P301L tau heparin fibrillization, Alexa594 FP, 6 h | AID 1468; also: % is scaled to controls: 0 for no effect and ±100 for the full control effect; nearly all actives have a fitted effect of over 55% in size
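Human K18 P301L fragment (15 uM unlabeled plus 0.24 uM Alexa 594-labeled) in 100 mM sodium acetate pH 7 with compound, aggregation induced by 20 uM heparin for 6 hr at 37 C. ThT (30 uM) added for 1 hr, then Alexa 594 FP read.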
Tau fluor counter – counter-screen for tau fibril formation inhibitors; Potency, µM (doses to about 57.7 µM), for the others: at the highest dose activity change, negative = decrease; tau K18 P301L (four-repeat tau fragment) Alexa594 fluorescence, heparin fibrillization; actives 0.93% (n = 280,000); also: % is scaled to controls: 0 for no effect and ±100 for the full control effect; nearly all actives have a fitted effect of over 55% in size
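Human K18 P301L tau (15 uM unlabeled plus 0.24 uM Alexa 594-labeled, final) in 100 mM sodium acetate pH 7 was mixed with compound and 20 uM heparin and incubated 6 hr at 37 C.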
SMN2 splice enh – SMN2 splice variant enhancement; HEK293 SMN2-luciferase splicing reporter, luminescence, 30-36 h; Potency, µM (titrated, usually from 46.1 µM), without a hit: at the top dose activity change, positive = activation, most hits filed as activators; actives 2.8% (n = 210,000); also: % of control where 0% means no effect; nearly all actives have a fitted effect of over 55% in size
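qHTS luciferase splicing reporter: luminescence rises when SMN2 exon 7 is included in transfected HEK293 cells. Compound exposure lasted 30-36 h at 37C, with 4.5 mM final sodium butyrate as control, followed by a ONE-Glo read.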
HTT aggregate – inhibitors of mutant huntingtin aggregate formation in PC12 cells; PC12 HttQ103-GFP aggregates, Acumen cytometry, 40 h; Potency, µM (doses to about 46.1 µM), inactives show at the top dose activity change, negative = inhibition, most hits filed as inhibitors; actives 1.1% (n = 220,000); AID 1688; also: % is scaled to controls: 0 for no effect and ±100 for the full control effect; nearly all actives have a fitted effect of over 60% in size
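Huntingtin Q103 exon 1–GFP aggregates in induced PC12 cells (100 nM tebufenozide) were quantified by cytometry from lysates, with compounds dosed in titration.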
ALDH1A1 block – ALDH1A1 (human) enzyme inhibition; Potency, µM (top dose mostly 75.3 µM), without a hit: at the highest dose activity, negative = inhibition, most hits filed as inhibitors; Purified ALDH1A1, NADH fluorescence, propionaldehyde substrate; actives 7.3% (n = 220,000); AID 1030; P00352; active = well fitted inhibition curve with a large enough effect, not every such curve was filed as active; inconclusive = small, poorly fitted or top-dose-only effect, or another doubt; inactive = no such curve, though single readings can be large or run the other way;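 also: plate controls were no enzyme wells and a reference inhibitor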
Target sequence (P00352 whole entry, looked up): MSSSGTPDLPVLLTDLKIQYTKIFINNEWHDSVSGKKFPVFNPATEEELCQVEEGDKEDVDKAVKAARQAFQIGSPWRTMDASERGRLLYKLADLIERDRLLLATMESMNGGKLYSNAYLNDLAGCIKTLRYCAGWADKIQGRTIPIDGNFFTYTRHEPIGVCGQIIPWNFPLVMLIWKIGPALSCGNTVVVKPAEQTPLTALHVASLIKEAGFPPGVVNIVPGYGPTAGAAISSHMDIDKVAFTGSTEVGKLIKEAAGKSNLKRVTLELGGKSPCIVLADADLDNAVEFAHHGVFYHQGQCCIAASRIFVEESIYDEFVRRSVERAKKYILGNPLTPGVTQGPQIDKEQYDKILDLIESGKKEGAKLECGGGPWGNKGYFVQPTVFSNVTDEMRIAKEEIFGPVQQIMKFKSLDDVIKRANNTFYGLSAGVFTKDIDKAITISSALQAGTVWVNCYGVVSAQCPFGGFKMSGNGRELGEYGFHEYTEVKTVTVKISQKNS
JMJD2E inh – blocks human JMJD2E demethylase activity; B2RXH2; JMJD2E catalytic domain, FDH-coupled NADH fluorescence (FDH is formaldehyde dehydrogenase); Potency, µM (top dose mostly 57.1 µM), inactives show at the top dose activity change, negative = inhibition, usual class: inhibitors; actives 1.6% (n = 230,000); AID 2147; active = well fitted inhibition curve with a large enough effect, not every such curve was filed as active; inconclusive = small, poorly fitted or top-dose-only effect, or another doubt; inactive = no such curve, though single readings can be large or run the other way;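 also: 0% = wells with enzyme and -100% = buffer wells without enzyme; nearly all actives have a fitted effect of over 50% in size; many of its hits are not listed in these tables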
Target sequence (B2RXH2 1-337 limits assumed): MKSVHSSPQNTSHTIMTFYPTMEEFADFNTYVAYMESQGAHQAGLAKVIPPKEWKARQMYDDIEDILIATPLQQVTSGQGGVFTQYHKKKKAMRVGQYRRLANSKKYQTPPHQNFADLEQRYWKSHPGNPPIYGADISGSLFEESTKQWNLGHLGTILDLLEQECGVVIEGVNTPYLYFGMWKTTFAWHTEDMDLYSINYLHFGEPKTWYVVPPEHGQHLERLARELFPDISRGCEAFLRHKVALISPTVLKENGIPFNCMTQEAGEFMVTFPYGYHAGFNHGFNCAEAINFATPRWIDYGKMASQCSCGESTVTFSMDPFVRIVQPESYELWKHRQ
* hit, by the source's call; ? = inconclusive; / = not tested or not shown; & = joins results of further samples; [ ] = remark or other dose. Unless noted, calls follow the shape of the dose curve; as a rule, active = well fitted curve in the direction sought with a large enough effect; inconclusive = small, poorly fitted or top-dose-only effect, or another doubt; inactive = no such curve, though single readings can be large; an effect the other way counts as inactive or inconclusive. Potency is read from the fitted curve at half-maximal effect. These rows are one share of the data. The share of hits here may be higher or lower than overall.

SMILES	HTT cytoprotect	Tau ThT inhib	Tau FP inhib	Tau fluor counter	SMN2 splice enh	HTT aggregate	ALDH1A1 block	JMJD2E inh
CC(/C=C\c1ccccc1)=C/C(=O)O	1%[10 µM]	/	-8%	-20%	/	14%[9.22 µM]	/	2%
CCOC(=O)c1c(C)[nH]c(C)c1C(=O)COC(=O)c1ccc(Cl)c(S(N)(=O)=O)c1	12%	-11%	4%	-16%	23%	25%	-1%	4%
CN(C)C(=S)c1ccc(N(C)C)cc1	-20%	2%	5%	1%	12%	26%	0.79µM*	-4%
Cc1cc(C)c2cccc(N)c2n1	3%[10 µM]	-20%	9%	-4%	/	10%[9.22 µM]	7%	?
CCCN(C(=O)CSc1nc2c(cnn2-c2ccccc2)c(=O)[nH]1)C1CCS(=O)(=O)C1 (stereo unspecified)	12%[10 µM]	0%	5%	1%	0%	1%	14%	13%
CCOc1ccc(NC(=O)CSc2ccc(-c3ccccn3)nn2)cc1	-17%[10 µM]	?	-10%	-12%	/	-3%	-5%	8%
Cc1ccc(O)c(NC(=O)CCCC(=O)O)c1	9%	-12%	-6%	-12%	16%	3%	12%	3%
CC1=CC(C)C2(CO)COC(c3ccc(O)cc3)C1C2C (stereo unspecified)	13%	0%	4%	-13%	11%	23%[9.22 µM]	?	5%
O=C(O)c1ccccc1CSc1ncn[nH]1	19%	-6%	-1%	-8%	2%	-7%	9%	-10%
Cc1ccc(Oc2nnc(-c3ccc(C)cc3)c3ccccc23)cc1	14%[10 µM]	-10%	-4%	-2%	?	?	-2%	1%
O=C(Oc1ccc(/C=N/Nc2nc(N3CCCCC3)nc(N3CCCCC3)n2)cc1)c1ccco1	27%[10 µM]	-4%	9%	-2%	6%	23%[9.22 µM]	-4%	?
Cc1cccc(NC(=O)c2ccc(C(=O)Nc3cccc(C)c3)nc2)c1	/	-13%	6%	-16%	-31%[inhibitor]	9%	?	2%
O=C1CC(N(CCc2ccccc2)C(=S)Nc2cc(Cl)ccc2Cl)C(=O)N1c1c(Cl)cccc1Cl (stereo unspecified)	-62%[inhibitor]	1%	?	-19%	-36%[inhibitor]	?	?	-7%
CSc1nc(-c2ccco2)nn1C(=O)c1ccc(Cl)cc1	6%	-10%	?	-8%	-2%	-10%	18%	7%
COc1ccc(O[C@H]2C=C[C@@H](c3ccccc3)O[C@@H]2COC(=O)CC/C(C)=N/OC[C@@H](O)COCc2ccco2)cc1	/	-27%	-2%	-9%	-22%	10%	10µM*	-23%
COC(=O)c1ccc(C)c(NC(=O)C2COc3ccccc3O2)c1 (stereo unspecified)	2%	-7%	6%	3%	27%	-18%	-11%	1%
Cc1ccc(NC(=O)CN(C)c2ccc(S(=O)(=O)N3CCCC3)cn2)cc1	/	7%	8%	3%	-24%	25%	1%	-8%
Cc1sc(NC(=O)/C=C/C(=O)O)c(C(N)=O)c1-c1ccc(C(C)(C)C)cc1	-1%[10 µM]	-16%	1%	4%	-52%[inhibitor]	-4%	13µM*	-18%
Fc1ccc(CNc2nc(-c3ccccc3)nc3ccccc23)cc1	2%[10 µM]	-9%	?	?	-7%	-5%	3%	-18%
CC1=C(C(=O)OC2CCCCCC2)C(c2cccc(Cl)c2)CC(=O)N1 (stereo unspecified)	/	-9%	0%	-4%	-2%	/	/	/
COc1cc2c(C=O)c3c4c(cc(OC)c(OC)c4c2cc1OC)CCN3C	-12%[1.9 µM]	14µM*	-8%	?	/	/	?	?
CC1(C)CC(NC(=O)c2coc(=O)c(Br)c2)CC(C)(C)N1	-9%[0.074 µM]	-12%	-2%	-3%	-1%	-2%	?	?
CCCNC(=O)CC(NS(=O)(=O)c1ccc(OC)cc1)c1ccco1 (stereo unspecified)	0%	-14%	-5%	-11%	/	1%	-11%	-3%
CCCCC(=O)Nc1ccc(C(=O)NCC(=O)OC)cc1	14%[1.9 µM]	1%	5%	2%	7%	-2%	-1%	6%
COc1cccc(C2=NO[C@@H]3C(=O)N(Cc4ccccc4)C(=O)[C@H]23)c1OC	0%	-8%	-2%	-11%	16%	-11%	?	-4%
CS(=O)(=O)c1ccc(C(=O)NCC2(N3CCCCC3)CCCCC2)cc1	5%[10 µM]	-2%	7%	5%	4%	?	2%	-19%
CCN(CC)C(=O)CC(c1ccc(F)cc1)c1ccc(OC(C)C)cc1 (stereo unspecified)	17%[1.9 µM]	-17%	4%	-10%	-27%	7%	-10%	12%
CCOc1ccc(NC(=O)CSc2nc3c(c(=O)n2-c2ccccc2OC)SCC3)cc1	10%[10 µM]	-13%	16%	-19%	-58%[inhibitor]	-19%	18µM*	5%
Cc1ccccc1NS(=O)(=O)c1cc(C(=O)NCCC2=CCCCC2)ccc1Cl	-56%[inhibitor]	-25%	?	?	-48%[inhibitor]	-32%	20µM*	-6%
C/C(=N/N=C1/NC(=O)CC(C(=O)Nc2ccccc2)S1)c1cccs1 (stereo unspecified)	-32%[10 µM]	7%	6%	2%	?	-4%	-7%	2%
O=C(Nc1ccc(-c2csc(-c3ccccc3)n2)cc1)c1ccccc1Cl	-5%	5%	-16%	0%	-1%	-12%	?	-5%
C=CCc1cccc(/C=N/NC(=O)CNc2cccc3ccccc23)c1O	-13%[10 µM]	2%	4%	-5%	/	25%	?	4%
Cn1c(=O)c(C(=O)COC(=O)c2cc(C(F)(F)F)nc3c(C(F)(F)F)cccc23)c(N)n(CC2CC2)c1=O	-8%	?	?	?	-4%&-38%	-13%	8%&-7%	16%&-15%
CCCn1c(N2CCN(CC(=O)c3c(C)n(C)c4ccc(OC)cc34)CC2)nc2c1c(=O)[nH]c(=O)n2C	-21%	-7%	13%	5%	1%	9%	3%	7%
CC(C)c1nc(SCC(=O)c2ccccc2)c2c(=O)n(C)c(=O)n(C)c2n1	5%[10 µM]	-10%	0%	-1%	-3%	14%	4%	4%
O=S(=O)(c1ccc(N2CCN(Cc3ccc4c(c3)OCO4)CC2)nc1)N1CCOCC1	-13%	-7%	-4%	-12%	-32%[inhibitor]	1%	?	14%
CCSc1ncnc2c(C#N)c3n(c12)CCCCC3	6%	-2%	-10%	-4%	-12%	8%	13µM*	-4%
CN(C(=O)CSCC(=O)O)C1CCCCC1	22%[10 µM]	-2%	-1%	-2%	-9%	-5%	2µM*	-2%
CCCn1nc(NC(=O)C2CCCO2)c2cc3ccc(C)cc3nc21 (stereo unspecified)	6%[10 µM]	-2%	?	-7%	/	-9%[9.22 µM]	/	?
Cn1cc2cc(NC(N)=S)ccc2n1	-54%[inhibitor]	-3%	-1%	-4%	7%	-12%	3%	?
O=C(CCCCn1c(=O)c2ccccc2n(Cc2ccc(F)cc2Cl)c1=O)NCc1ccco1	-11%	-19%	0%	-14%	-10%	1%[9.22 µM]	-7%	3%
CN(/N=C/Cc1nnnn1-c1ccc(Cl)cc1)c1ccccc1	-7%[10 µM]	-7%	-3%	-23%	/	2%[9.22 µM]	/	5%
COC1=CCC2([N+](=O)[O-])CN(CC(=O)O)CC1([N+](=O)[O-])C2 (stereo unspecified)	10%[10 µM]	-4%	-7%	0%	7%	1%	2%	4%
Nc1ccc(C(=O)n2c3ccccc3c3ccccc32)cc1	-75%[inhibitor][10 µM]	-9%	-17%	?	-42%[inhibitor]	?	11µM*	1%
CCOC(=O)c1sc(=S)n(CC)c1NC(=O)c1ccccc1C	?	-4%	-14%	-15%	/	9%[9.22 µM]	/	-4%
O=C1CC(c2ccc(S(=O)(=O)NCc3ccccc3)cc2)CN1 (stereo unspecified)	-7%[10 µM]	-14%	-9%	-4%	-6%	-6%	8%	8%
COCCCNC(=O)c1ccc(Cn2c(=O)c3ccccc3n(Cc3ccccc3C#N)c2=O)cc1	-4%	-9%	-4%	-16%	-21%	23%[9.22 µM]	?	0%
COc1ccc(/C=N/NC(=O)C(C)n2cnc3ccccc3c2=O)cc1 (stereo unspecified)	5%[10 µM]	-6%	1%	-6%	-3%	9%	2%	-1%
COC(=O)c1ccc(-n2nnnc2SCc2ccccc2OC)cc1	0%	-13%	-4%	-23%	-19%	27%	14µM*	-9%
CCC(c1nnnn1CCOC)N(Cc1cc2c(C)cc(C)cc2[nH]c1=O)CC1CCCO1 (stereo unspecified)	-34%	-7%	2%	-1%	-5%	1%	11µM*	0%
O=C(NCCN1CCOCC1)c1ccc(N2CCCC2)c([N+](=O)[O-])c1	-59%[inhibitor]	-8%	0%	-1%	8%	-1%	16µM*	-1%
COc1ccc(C2=CC3=C(Br)C(=O)C(C)(OC(=O)c4cnc5ccccc5n4)C(=O)C3=CO2)cc1 (stereo unspecified)	?	?	?	?	-1%	/	6%	7%
CN(C(=O)c1cc2n(n1)C(C(F)(F)F)CC(c1ccco1)N2)c1ccc(OC(F)(F)F)cc1 (stereo unspecified)	-31%	-12%	8%	-23%	-9%	0%	12%	-5%
CCC1CCCCN1C(=O)Cn1c(=O)n(CCCCCC(=O)NCc2ccc(F)cc2)c(=O)c2sccc21 (stereo unspecified)	/	-11%	-9%	-23%	6%	/	/	/
Cc1ccc(C)c(N2CCN(C(=O)c3cn(C)c4ccc(S(=O)(=O)N(C)C)cc4c3=O)CC2)c1	-22%	-6%	?	-9%	-5%	24%	8%	5%
CC(=O)Nc1ccc(/C=C(\C#N)C(=O)NC2CCCCC2)cc1	10%[10 µM]	-19%	5%	-6%	2%	6%	-7%	-29%
CCOc1ccccc1NC(=O)N1CCC(NC(=O)c2ccccc2C)CC1	-8%[10 µM]	-7%	-9%	-2%	-6%	6%	7%	-2%
O=C(O)CCCNS(=O)(=O)c1ccccc1	?	-6%	6%	0%	-1%	-4%	0%	2%
